D1 antag: blocks dopamine activation of the human D1 receptor. P21728. HEK293 TREx D1 cells, calcium flux, dopamine EC80; hits give low values. activity change, negative = inhibition, % at 10 µM. hit rate 3.2% among 360,000; in the data active means activity change below about -30%; further: on the % scale 0 is the no-effect control and ±100 the full control effect
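Kinetic fluorescence of a calcium dye serves as the read-out. D1-expressing Hek293 Trex cells, induced overnight at 30 C, are exposed to compound for 180 s before an EC80 dopamine addition, then read 180 s further.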
D2 potentiator: positively modulates the human D2 dopamine receptor allosterically. HEK293 T-REx D2, calcium flux, EC20 dopamine potentiation. potentiation, % at 10 µM. P14416. hit rate 0.34% among 340,000;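 active means potentiation over 3 SD above the plate norm, cut at about 30% in these data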; further: 0% is about no effect
Target sequence (P14416 whole entry, looked up): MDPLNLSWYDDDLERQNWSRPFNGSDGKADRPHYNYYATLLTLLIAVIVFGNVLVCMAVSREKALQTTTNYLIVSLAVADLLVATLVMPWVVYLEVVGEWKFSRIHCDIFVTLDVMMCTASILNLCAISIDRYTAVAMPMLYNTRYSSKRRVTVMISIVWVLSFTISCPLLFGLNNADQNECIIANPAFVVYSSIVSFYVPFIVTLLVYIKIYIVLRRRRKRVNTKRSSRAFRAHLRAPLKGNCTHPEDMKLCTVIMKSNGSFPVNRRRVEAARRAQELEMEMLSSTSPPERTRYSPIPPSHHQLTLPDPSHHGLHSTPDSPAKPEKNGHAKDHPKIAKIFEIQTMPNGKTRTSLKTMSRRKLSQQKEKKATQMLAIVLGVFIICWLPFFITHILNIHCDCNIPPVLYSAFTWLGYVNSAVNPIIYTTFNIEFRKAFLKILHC
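Primary screen. Calcium kinetics in induced HEK293 T-REx D2 cells: compound pre-addition 180 s, EC20 dopamine, 180 s more.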
RXFP1 agonist: activates the human relaxin receptor RXFP1; HEK293T-RXFP1 cAMP TR-FRET, 30 min; response scale: percent of porcine relaxin response, buffer zero; hit rate 0.3% among 370,000; Q9HBX9; Potency, µM (series often up to 57.5 µM), inactives show at the highest dose activation, usual class: activators; further: potency means the concentration at half of the fitted maximal effect; on the % scale 0 is the no-effect control and ±100 the full control effect; nearly all actives have a fitted effect of over 60% in size; many of its hits are not listed in these tables
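cAMP rise read by TR-FRET after 30 min, 37C compound exposure (up to 58 uM) in RXFP1-transfected HEK293 cells with Ro 20174 present. EC50 from Hill-equation fits, with 29 nM porcine relaxin as 100% and buffer as basal.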
D1 agonist: activates the human D1 dopamine receptor; P21728; HEK293 T-REx D1 cells, calcium flux, agonist mode; activation, % at 2 µM; hit rate 1% among 360,000; AID 504660; in the data active means activation above about 30%; further: 0% is about no effect
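Inducible HEK293 T-REx D1 cells, force-coupled to calcium signalling, were plated at 4000 cells/well with tetracycline and held overnight at 30 C. After no-wash calcium dye loading, compound-evoked calcium rise over 180 s flagged agonists.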
TRHR ag: TRH receptor (human) agonism; TRHR cells, calcium flux fluo-8, FDSS agonist mode; activation, % at 2 µM; hit rate 0.18% among 360,000; AID 493084; in the data active means activation above about 30%; further: 0% is about no effect
Target sequence (P34981 whole entry, looked up): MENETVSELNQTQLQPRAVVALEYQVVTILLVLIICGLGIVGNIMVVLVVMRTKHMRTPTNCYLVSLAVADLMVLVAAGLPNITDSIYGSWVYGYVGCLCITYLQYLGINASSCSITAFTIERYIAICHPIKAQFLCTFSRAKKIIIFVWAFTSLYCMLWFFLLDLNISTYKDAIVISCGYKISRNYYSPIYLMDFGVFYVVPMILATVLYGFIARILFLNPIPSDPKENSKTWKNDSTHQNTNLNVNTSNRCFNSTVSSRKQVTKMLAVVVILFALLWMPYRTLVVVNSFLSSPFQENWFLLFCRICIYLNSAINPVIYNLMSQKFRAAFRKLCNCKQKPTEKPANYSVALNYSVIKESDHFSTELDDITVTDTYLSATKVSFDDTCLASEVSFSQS
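Steps: seed TRHR cells overnight; add fluo-8 no-wash Ca dye, RT 30 min–1.5 h; record 10 s baseline; pin-transfer compounds; monitor fluorescence 1 cycle/s for the agonist window. Calcium increases flag candidate agonists.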
RXFP1 antag: blocks the human relaxin receptor RXFP1; Q9HBX9; HEK293-RXFP1, relaxin-stimulated cAMP HTRF, 30 min; hits give low values; activity change, negative = inhibition, % at 57.5 µM; hit rate 0.59% among 350,000; AID 1259400;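 active means activity change of -60% or lower, but not beyond a set lower limit; inconclusive means change between -60% and -40%, or beyond the set limit; inactive means change above -40%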; further: on the % scale 0 is the no-effect control and ±100 the full control effect
Anesthetic bind: candidate novel general anesthetic via apoferritin binding; apoferritin/1-aminoanthracene competitive binding, fluorescence; AID 485281; Potency, µM (titrated, usually from 77.5 µM), for the others: at the highest dose activity change, negative = displacement, usual class: inhibitors; hit rate 0.074% among 350,000; further: potency means the concentration at half of the fitted maximal effect; on the % scale 0 is the no-effect control and ±100 the full control effect; nearly all actives have a fitted effect of over 20% in size
Target sequence (P02791 2-175 limits assumed): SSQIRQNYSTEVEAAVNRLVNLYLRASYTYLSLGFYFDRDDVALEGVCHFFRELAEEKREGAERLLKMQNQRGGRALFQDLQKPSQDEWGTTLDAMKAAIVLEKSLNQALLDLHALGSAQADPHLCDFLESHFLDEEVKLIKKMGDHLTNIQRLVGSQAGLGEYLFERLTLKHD
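Apoferritin-based anesthetic binding model; compound displacement of fluorescent 1-AMA measured as endpoint fluorescence after 10 minutes at room temperature, scaled to free-ligand and complex controls.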
TRHR PAM: TRH receptor (human) allosteric enhancement; enhancement, % at 2 µM; P34981; TRHR cells, fluo-8 calcium fluorescence, EC20 TRH enhancement; hit rate 0.66% among 360,000; in the data active means enhancement above about 30%; further: 0% is about no effect
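TRHR-expressing cells loaded with fluo-8 calcium dye were read kinetically (ex 480/em 530) during compound addition, then stimulated with an EC20 of TRH (10 nM final). Enhancement of the Gq-mediated intracellular calcium response was scored.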
D1 potentiator: human D1 dopamine receptor positive modulation. HEK293 TREx D1 cells, calcium flux, dopamine EC20 potentiation. P21728. AID 504651. hit rate 0.036% among 360,000. potentiation, % at 10 µM; in the data active means potentiation above about 30%; further: 0% is about no effect
* marks the source's active call; other numbers are inactive results. Unless noted, the call rests on the fitted dose curve; in most records, active means well fitted curve in the direction sought with a large enough effect; inconclusive means small, poorly fitted or top-dose-only effect, or another doubt; inactive means no such curve, though single readings can be large; an effect the other way counts as inactive or inconclusive. This is a subset; the hit share may differ from the screen's.

What do the screens show for `CCc1ccc(OCCOCC(O)CNC(C)CC)cc1` (centres undefined)?
D1 antag: -12; D2 potentiator: 15; RXFP1 agonist: 1.5%; D1 agonist: 1; TRHR ag: -0.4; RXFP1 antag: -8; Anesthetic bind: -10%; TRHR PAM: 6; D1 potentiator: -2

What do the screens show for `CCOc1ccc(Br)cc1CNc1ccc2c(c1)OCCO2`?
D1 antag: -7; D2 potentiator: 4; RXFP1 agonist: -2.2%; D1 agonist: 2; TRHR ag: -0.7; RXFP1 antag: -23; Anesthetic bind: 0%; TRHR PAM: 0; D1 potentiator: 3

How did CN1CCC(CN)(N2CCN(c3ccccc3)CC2)CC1 do in these assays?
D1 antag: -15; D2 potentiator: -2; RXFP1 agonist: 5.7%; D1 agonist: 2; TRHR ag: 0.6; RXFP1 antag: 8; Anesthetic bind: -8%; TRHR PAM: -4; D1 potentiator: -6

How did COCCc1nnc(NC(=O)Cc2ccccc2)s1 do in these assays?
D1 antag: 2; D2 potentiator: -9; RXFP1 agonist: -0.9%; D1 agonist: 0; TRHR ag: -0.4; RXFP1 antag: 6; Anesthetic bind: -13%; TRHR PAM: 8; D1 potentiator: 0

Results for Cc1cccc(C(=O)Nc2ccccc2-c2nnn(CC(=O)Nc3ccc4c(c3)OCCO4)n2)c1 ?
D1 antag: -17; D2 potentiator: 3; RXFP1 agonist: 25%; D1 agonist: 3; TRHR ag: 1.3; RXFP1 antag: 15; Anesthetic bind: -4%; TRHR PAM: -4; D1 potentiator: -2

What do the screens show for `COc1ccc(CNC(=O)C/C(C)=N/NC(=O)COc2ccc(Br)cc2)cc1`?
D1 antag: 2; D2 potentiator: 6; RXFP1 agonist: 0.4%; D1 agonist: 0; TRHR ag: -1.1; RXFP1 antag: -8; Anesthetic bind: inconclusive; TRHR PAM: 0; D1 potentiator: 1

What do the screens show for `CC(C)CN1CCN(Cc2cccc3ncccc23)CC1CCO` (centres undefined)?
D1 antag: 8; D2 potentiator: -5; RXFP1 agonist: 1.7%; D1 agonist: 4; TRHR ag: 1.7; RXFP1 antag: -8; Anesthetic bind: -4%; TRHR PAM: -2; D1 potentiator: -6

What do the screens show for `CCN(CC)S(=O)(=O)c1cccc(C(=O)OCC(=O)NCCN2C(=O)CSC2=O)c1`?
D1 antag: -17; D2 potentiator: 1; RXFP1 agonist: -1.2%; D1 agonist: -1; TRHR ag: -0.2; RXFP1 antag: 0; TRHR PAM: 1; D1 potentiator: -4

How did CN(C)S(=O)(=O)N1CCCC(C(=O)c2ccc(-c3ccccc3)c(F)c2)C1 (centres undefined) do in these assays?
D1 antag: 2; D2 potentiator: -2; RXFP1 agonist: -1.4%; D1 agonist: 17; TRHR ag: 2.0; RXFP1 antag: 2; Anesthetic bind: inconclusive; TRHR PAM: -1; D1 potentiator: -7

How did Cc1ccc(SC[C@H](c2ccccc2)N2CCN(CCc3ccccc3)CCC2=O)cc1 do in these assays?
D1 antag: 2; D2 potentiator: -8; RXFP1 agonist: 0.2%; D1 agonist: 12; TRHR ag: -1.2; Anesthetic bind: 7%; TRHR PAM: 2; D1 potentiator: -2

What do the screens show for `O=C(CCN1C(=O)c2cccc3cccc(c23)C1=O)N1CCN(Cc2ccc3c(c2)OCO3)CC1`?
D1 antag: -30*; D2 potentiator: -15; RXFP1 agonist: 2.5%; D1 agonist: 0; TRHR ag: -0.5; RXFP1 antag: 2; Anesthetic bind: -15%; TRHR PAM: -4; D1 potentiator: 5

How did COc1ccccc1NC(=O)CCc1nnc2ccc(N3CCN(C)CC3)nn12 do in these assays?
D1 antag: 7; D2 potentiator: 4; RXFP1 agonist: 9.7%; D1 agonist: 0; TRHR ag: 0.4; RXFP1 antag: 2; Anesthetic bind: 4%; TRHR PAM: 4; D1 potentiator: -2

How did c1ccc(-c2nnc(-c3ccccc3)c(-c3c[nH]c4ccccc34)n2)cc1 do in these assays?
D1 antag: -23; D2 potentiator: -5; RXFP1 agonist: 0.4%; D1 agonist: 4; TRHR ag: 0.5; RXFP1 antag: -11; Anesthetic bind: -18%; TRHR PAM: -3; D1 potentiator: -7

How did COc1ccccc1N1CCN(c2ncccc2-c2nc(-c3ccc(Cl)cc3)no2)CC1 do in these assays?
D1 antag: -6; D2 potentiator: -7; RXFP1 agonist: 1.1%; D1 agonist: 10; TRHR ag: 0.1; Anesthetic bind: -6%; TRHR PAM: -1; D1 potentiator: -3

What do the screens show for `CCN(C(=O)C1CCCN(c2nc(-c3ccc(OC)cc3)no2)C1)c1ccc(OC)cc1` (centres undefined)?
D1 antag: 27; D2 potentiator: 6; RXFP1 agonist: -1.4%; D1 agonist: 4; TRHR ag: -0.1; Anesthetic bind: 24%; TRHR PAM: 2; D1 potentiator: -11

Results for O=C(COC(=O)CN1C(=O)c2ccccc2C1=O)Nc1ccc(S(=O)(=O)N2CCCC2)cc1 ?
D1 antag: -6; D2 potentiator: -2; RXFP1 agonist: 0.6%; D1 agonist: 4; TRHR ag: 1.6; RXFP1 antag: -1; Anesthetic bind: inconclusive; TRHR PAM: -4; D1 potentiator: -5

What do the screens show for `COc1ccc(C(=O)COC(=O)CN2C(=O)C3C4CCC(C4)C3C2=O)cc1` (centres undefined)?
D1 antag: -19; D2 potentiator: -3; RXFP1 agonist: -1.6%; D1 agonist: 5; TRHR ag: 2.3; RXFP1 antag: -4; Anesthetic bind: 0%; TRHR PAM: 11

How did CCCCC(=O)Nc1cc(OC)c(NC(=O)C2CCCCC2)cc1OC do in these assays?
D2 potentiator: 28; RXFP1 agonist: 0.1%; D1 agonist: -2; TRHR ag: -0.7; RXFP1 antag: 6; Anesthetic bind: -12%; TRHR PAM: 1; D1 potentiator: -1

What do the screens show for `Cc1ccc(N/N=C(\Cc2nc3ccccc3[nH]2)c2ccccc2)cc1`?
D1 antag: 23; D2 potentiator: -11; RXFP1 agonist: 1.3%; D1 agonist: 2; TRHR ag: -0.4; Anesthetic bind: -1%; TRHR PAM: 2; D1 potentiator: -6

Results for CCN(CC)CCNC(=O)Cc1c(C(=O)O)n(C)c2ccccc12 ?
D1 antag: 3; D2 potentiator: -12; RXFP1 agonist: 0.7%; D1 agonist: 4; TRHR ag: 1.1; RXFP1 antag: -7; Anesthetic bind: -5%; TRHR PAM: -3; D1 potentiator: -4

How did CCOC(=O)N1CCN(C(=O)CSc2nc3c(c(=O)n2-c2ccccc2OC)SCC3)CC1 do in these assays?
D1 antag: 29; RXFP1 agonist: 1.4%; D1 agonist: 3; TRHR ag: 0.1; RXFP1 antag: -8; Anesthetic bind: -19%; TRHR PAM: 5; D1 potentiator: 2

Results for Cc1nn(-c2ccccc2)c(C)c1/C=N/n1cnnc1 ?
D1 antag: 5; D2 potentiator: -2; RXFP1 agonist: 0.7%; D1 agonist: 0; TRHR ag: 0.7; RXFP1 antag: -10; Anesthetic bind: -4%; TRHR PAM: -5; D1 potentiator: -1

How did COc1ccc2[nH]c(=O)c(CN(C(=O)c3cccc(Cl)c3)c3ccccc3OC)cc2c1 do in these assays?
D1 antag: -11; D2 potentiator: 5; RXFP1 agonist: 5.9%; D1 agonist: 2; TRHR ag: -0.2; RXFP1 antag: -14; Anesthetic bind: 1%; TRHR PAM: -8; D1 potentiator: 2

How did O=C1CC(C(=O)N2CCN(S(=O)(=O)c3cccc(F)c3)CC2)CN1Cc1ccccc1Cl (centres undefined) do in these assays?
D1 antag: 1; D2 potentiator: -5; RXFP1 agonist: 1.5%; D1 agonist: 0; TRHR ag: -0.1; RXFP1 antag: -9; TRHR PAM: -5; D1 potentiator: -4

How did Cc1ccccc1C(=O)N1CCc2c([nH]c3ccccc23)C1C(F)(F)F (centres undefined) do in these assays?
D1 antag: 15; D2 potentiator: 2; RXFP1 agonist: 0.8%; D1 agonist: 1; TRHR ag: 1.2; RXFP1 antag: inconclusive; Anesthetic bind: 2%; TRHR PAM: -9; D1 potentiator: -1

Results for CC(C)c1ccc(C(=O)OCC(=O)NC2CCCC2)cc1 ?
D1 antag: -4; D2 potentiator: -1; RXFP1 agonist: -0.7%; D1 agonist: 0; TRHR ag: -0.1; RXFP1 antag: -2; Anesthetic bind: -11%; TRHR PAM: 8; D1 potentiator: -3

What do the screens show for `Cc1cccc(C(=O)Nc2ccc3nc(SCC(=O)N4CCc5ccccc54)sc3c2)c1`?
D1 antag: -9; D2 potentiator: 9; RXFP1 agonist: 0.2%; D1 agonist: 6; TRHR ag: 0.5; Anesthetic bind: 18%; TRHR PAM: -7; D1 potentiator: -1

What do the screens show for `Cc1nn(C)c(C)c1/C=N/N=C1\CCC2C3CCc4cc(O)ccc4C3CCC12C` (centres undefined)?
D1 antag: -13; D2 potentiator: -8; RXFP1 agonist: -0.1%; D1 agonist: 6; TRHR ag: 0.6; RXFP1 antag: -15; Anesthetic bind: -14%; TRHR PAM: -15; D1 potentiator: 0

At a glance, part of the list above:
How did CCOC(=O)N1CCN(C(=O)CSc2nc3c(c(=O)n2-c2ccccc2OC)SCC3)CC1 do in these assays?
D1 antag: 29; RXFP1 agonist: 1.4%; D1 agonist: 3; TRHR ag: 0.1; RXFP1 antag: -8; Anesthetic bind: -19%; TRHR PAM: 5; D1 potentiator: 2

Results for Cc1nn(-c2ccccc2)c(C)c1/C=N/n1cnnc1 ?
D1 antag: 5; D2 potentiator: -2; RXFP1 agonist: 0.7%; D1 agonist: 0; TRHR ag: 0.7; RXFP1 antag: -10; Anesthetic bind: -4%; TRHR PAM: -5; D1 potentiator: -1

How did COc1ccc2[nH]c(=O)c(CN(C(=O)c3cccc(Cl)c3)c3ccccc3OC)cc2c1 do in these assays?
D1 antag: -11; D2 potentiator: 5; RXFP1 agonist: 5.9%; D1 agonist: 2; TRHR ag: -0.2; RXFP1 antag: -14; Anesthetic bind: 1%; TRHR PAM: -8; D1 potentiator: 2

How did O=C1CC(C(=O)N2CCN(S(=O)(=O)c3cccc(F)c3)CC2)CN1Cc1ccccc1Cl (centres undefined) do in these assays?
D1 antag: 1; D2 potentiator: -5; RXFP1 agonist: 1.5%; D1 agonist: 0; TRHR ag: -0.1; RXFP1 antag: -9; TRHR PAM: -5; D1 potentiator: -4

How did Cc1ccccc1C(=O)N1CCc2c([nH]c3ccccc23)C1C(F)(F)F (centres undefined) do in these assays?
D1 antag: 15; D2 potentiator: 2; RXFP1 agonist: 0.8%; D1 agonist: 1; TRHR ag: 1.2; RXFP1 antag: inconclusive; Anesthetic bind: 2%; TRHR PAM: -9; D1 potentiator: -1

Screening results: PubChem, National Center for Advancing Translational Sciences (NCATS)
